# AMPAR-TARP mod = modulates AMPAR-stargazin complexes; HEK293 GluA2+stargazin, membrane potential dye (FDSS), glutamate EC50; hits were called plate by plate, in both directions; AID 1259245; actives 3.5% (n = 40,000); calls only at 30 µM; O88602+P19491;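 active = any of four per-well response measures lying three or more SD from its plate-wide compound average, in either direction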
# Target sequence (O88602 whole entry, looked up): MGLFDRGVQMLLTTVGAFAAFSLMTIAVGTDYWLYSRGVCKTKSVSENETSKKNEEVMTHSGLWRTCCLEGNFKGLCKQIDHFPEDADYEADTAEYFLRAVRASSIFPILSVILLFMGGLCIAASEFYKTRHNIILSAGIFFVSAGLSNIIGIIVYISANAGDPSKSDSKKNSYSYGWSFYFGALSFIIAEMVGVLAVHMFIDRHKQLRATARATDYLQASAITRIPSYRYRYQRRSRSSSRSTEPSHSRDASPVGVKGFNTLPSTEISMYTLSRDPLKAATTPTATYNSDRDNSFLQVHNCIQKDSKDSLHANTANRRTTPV
# Target sequence (P19491 whole entry, looked up): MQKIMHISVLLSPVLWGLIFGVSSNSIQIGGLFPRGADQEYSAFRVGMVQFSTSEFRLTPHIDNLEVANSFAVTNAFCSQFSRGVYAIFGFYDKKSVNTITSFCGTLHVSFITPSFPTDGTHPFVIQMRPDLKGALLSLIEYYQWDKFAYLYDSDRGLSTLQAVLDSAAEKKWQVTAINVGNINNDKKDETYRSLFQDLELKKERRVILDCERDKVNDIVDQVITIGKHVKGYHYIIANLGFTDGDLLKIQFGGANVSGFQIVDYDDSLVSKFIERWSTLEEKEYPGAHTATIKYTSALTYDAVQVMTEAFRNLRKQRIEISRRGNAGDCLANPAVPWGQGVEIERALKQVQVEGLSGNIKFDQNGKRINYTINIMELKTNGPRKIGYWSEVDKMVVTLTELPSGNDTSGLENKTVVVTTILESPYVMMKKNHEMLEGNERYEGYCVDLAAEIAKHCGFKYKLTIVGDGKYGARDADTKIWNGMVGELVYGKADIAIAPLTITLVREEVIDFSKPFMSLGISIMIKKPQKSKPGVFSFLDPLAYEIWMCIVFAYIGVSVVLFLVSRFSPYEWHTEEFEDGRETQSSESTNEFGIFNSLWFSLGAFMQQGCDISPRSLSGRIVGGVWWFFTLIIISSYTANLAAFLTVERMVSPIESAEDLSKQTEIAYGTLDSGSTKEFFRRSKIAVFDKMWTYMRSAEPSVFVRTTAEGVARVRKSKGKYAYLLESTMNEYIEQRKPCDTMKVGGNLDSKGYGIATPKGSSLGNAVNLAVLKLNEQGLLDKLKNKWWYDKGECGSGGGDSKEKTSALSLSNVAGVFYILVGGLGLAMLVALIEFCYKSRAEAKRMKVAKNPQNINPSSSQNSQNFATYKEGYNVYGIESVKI
# AMPAR-TARP mod agonism max-min = also measured in AMPAR-TARP mod; calls as there; compound max-min signal; compound-alone response (agonism);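 unitless range of fluorescence divided by baseline over first 100 seconds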
# AMPAR-TARP mod glutamate slope = recorded beside AMPAR-TARP mod, whose call it bears; glutamate slope, % of max; measured here: glutamate response slope, % max;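 scaled per plate between vehicle wells and maximal 1 mM glutamate control wells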
# * marks the source's active call; other numbers are inactive results; i = inactive; + = active, no number. A portion of the library; the hit share may differ from the screen's.
# Below each compound – AMPAR-TARP mod, AMPAR-TARP mod agonism max-min, AMPAR-TARP mod glutamate slope
CC(=O)C(C)n1c(=O)c2c(nc3n2CCCCN3c2ccc(Oc3ccccc3)cc2)n(C)c1=O (centres undefined)
→ i, 0.099, 61
CCCCOc1ccc(S(=O)(=O)N2CCN(c3ccc(C)cc3C)CC2)cc1
→ i, 0.1, 56
O=C(NC1CCCCC1)c1ccc(-c2cccc([N+](=O)[O-])c2)o1
→ i, 0.11, 61
Cc1nn(C2CCS(=O)(=O)C2)c2nc(-c3ccco3)cc(C(=O)NCc3ccncc3)c12 (centres undefined)
→ i, 0.045, 28
Cc1c(Cl)ccc2sc(N(CCN3CCOCC3)C(=O)c3ccnn3C)nc12
→ i, 0.085, 53
Cc1cc(C)cc(OCCn2c(C3CC(=O)N(C(C)(C)C)C3)nc3ccccc32)c1 (centres undefined)
→ i, 0.068, 84
Cc1ccc(NC(=O)CC2C(=O)NCCN2C(=S)Nc2ccccc2)c(C)c1 (centres undefined)
→ i, 0.14, 59
Cc1ccccc1NC(=O)N(CCc1ccccc1)Cc1ccccn1
→ i, 0.049, 38
Cc1cc(N(C)C)nc(NCCNS(=O)(=O)c2cc(F)ccc2C)n1
→ i, 0.13, 59
CCCOc1ccc(-c2cc(OCC)c3c(C)oc(C)c3c(=O)c2)cc1
→ i, 0.085, 46
COc1ccc(C)cc1NC(=O)c1ccc(=O)n(Cc2c(F)cccc2Cl)c1
→ i, 0.05, 52
Cn1ccc(C(=O)Nc2cccc(-c3nc4ccccc4o3)c2)n1
→ i, 0.11, 45
COc1cccc(C(CNC(=O)C(=O)NCc2ccccc2)N2CCOCC2)c1 (centres undefined)
→ i, 0.04, 57
COc1ccccc1CCNC(=O)C(=O)Nc1cc([N+](=O)[O-])ccc1C
→ i, 0.13, 62
COc1cn(CC(=O)NCc2ccc(F)cc2)c(CSc2ccc(F)cc2)cc1=O
→ i, 0.12, 42

# Brought forward from above: 3 entries, followed by the next part.
# Below each compound – AMPAR-TARP mod, AMPAR-TARP mod agonism max-min, AMPAR-TARP mod glutamate slope
COc1cccc(C(CNC(=O)C(=O)NCc2ccccc2)N2CCOCC2)c1 (centres undefined)
→ i, 0.04, 57
COc1ccccc1CCNC(=O)C(=O)Nc1cc([N+](=O)[O-])ccc1C
→ i, 0.13, 62
COc1cn(CC(=O)NCc2ccc(F)cc2)c(CSc2ccc(F)cc2)cc1=O
→ i, 0.12, 42
COc1ccccc1CCNC(=O)c1cnc2c(c(C)nn2-c2ccc(C)cc2)c1Cl
→ i, 0.032, 42
Cc1cc(Br)ccc1NC(=O)c1ccc(=O)n(Cc2ccccc2)c1
→ i, 0.06, 51
O=C1CC(c2nc3ccccc3n2Cc2cccc(Cl)c2)CN1c1ccccc1F (centres undefined)
→ i, 0.098, 75
COc1cc(OC)c(NC(=O)N2CCN(c3cc(-n4cccn4)ncn3)CC2)cc1Cl
→ i, 0.082, 51
O=C(NCc1cccs1)NCC1CCN(C(=O)Oc2ccccc2)CC1
→ i, 0.048, 44
Cc1cc(NC(=O)c2ccc(N3CCCCC3)nn2)on1
→ +, 0.17*, 69*
COc1ccccc1CNC(=O)C(=O)NCCC1CCCCN1S(=O)(=O)c1ccc(F)cc1 (centres undefined)
→ i, 0.07, 73
Cn1c(=O)n(CC(N)=O)c(=O)c2c1nc1n2CCCN1c1ccc(Br)cc1
→ i, 0.07, 27
CCCc1c(C(=O)Nc2ccc3c(c2)C(=O)OC3)nnn1-c1ccccc1
→ i, 0.098, 61
CCOCCn1c(N2CCCC2)nc2c1c(=O)[nH]c(=O)n2C
→ i, 0.11, 61
O=C(c1ccccc1F)N1CCN(Cc2nc(-c3cccs3)cs2)CC1
→ i, 0.1, 41
COCCCNC(=O)c1cc(-c2cccs2)nc2c1c(C)nn2C1CCS(=O)(=O)C1 (centres undefined)
→ i, 0.1, 65
CS(=O)(=O)c1ccc(CC(=O)Nc2nc(-c3cc([N+](=O)[O-])cs3)cs2)cc1
→ i, 0.14, 56
Cc1ccc(S(=O)(=O)c2cnc(SCC(=O)Nc3cccc(C(F)(F)F)c3)[nH]c2=O)cc1
→ i, 0.15, 64
CCOC(=O)c1oc2ccccc2c1NC(=O)c1cccc(C(=O)Nc2c(C(=O)OCC)oc3ccccc23)n1
→ i, 0.099, 65

# An excerpt of these results, with values ahead of the structure:
AMPAR-TARP mod	AMPAR-TARP mod agonism max-min	AMPAR-TARP mod glutamate slope	canonical_smiles
i	0.082	51	COc1cc(OC)c(NC(=O)N2CCN(c3cc(-n4cccn4)ncn3)CC2)cc1Cl
i	0.048	44	O=C(NCc1cccs1)NCC1CCN(C(=O)Oc2ccccc2)CC1
+	0.17*	69*	Cc1cc(NC(=O)c2ccc(N3CCCCC3)nn2)on1
i	0.07	73	COc1ccccc1CNC(=O)C(=O)NCCC1CCCCN1S(=O)(=O)c1ccc(F)cc1 (centres undefined)
i	0.07	27	Cn1c(=O)n(CC(N)=O)c(=O)c2c1nc1n2CCCN1c1ccc(Br)cc1
i	0.098	61	CCCc1c(C(=O)Nc2ccc3c(c2)C(=O)OC3)nnn1-c1ccccc1

# Other compounds
# Below each compound – AMPAR-TARP mod, AMPAR-TARP mod agonism max-min, AMPAR-TARP mod glutamate slope
CCCCNC(=O)C(=O)NCCC1CCCCN1S(=O)(=O)c1c(C)cc(C)cc1C (centres undefined)
→ i, 0.08, 64
COCCn1c(SCC(=O)c2c(C)[nH]c3ccccc23)nc2cc(C(=O)NC(C)C)ccc2c1=O
→ +, 0.29*, 51*
COc1ccc(C(=O)CSc2nccn(-c3ccc(C)cc3)c2=O)cc1OC
→ i, 0.14, 60
CC1(C)CC(NC(=S)Nc2ccc(Nc3ccccc3)cc2)CC(C)(C)N1
→ i, 0.05, 40
COc1cccc(CNC(=O)Cn2nc(-c3cc(OC)c(OC)c(OC)c3)ccc2=O)c1
→ i, 0.091, 88
COc1cccc(-n2c(SCc3nc(-c4ccccc4)no3)nc3ccsc3c2=O)c1
→ i, 0.11, 63
NC(=O)c1ccc(NC(=O)C(=O)NCCN2CCOCC2)cc1
→ i, 0.049, 62
c1csc(-c2noc(CSc3ccc(-c4ccc5c(c4)OCO5)nn3)n2)c1
→ i, 0.097, 45
CCOc1ccccc1NC(=O)CSC1=NS(=O)(=O)c2ccc(C)cc2N1
→ i, 0.072, 53
COc1cccc(-n2nnc3c(N4CCN(C(=O)Cc5cccc6ccccc56)CC4)ncnc32)c1
→ i, 0.043, 46
CN(C)S(=O)(=O)c1ccc(C(=O)NCC(O)(c2ccccc2)C2CC2)cc1 (centres undefined)
→ i, 0.12, 45
CCOC(=O)c1c(SCC(=O)Nc2ccc([N+](=O)[O-])cc2)nc(=O)[nH]c1C
→ i, 0.055, 43
COc1ccc(S(=O)(=O)CC(=O)Nc2nccs2)cc1
→ i, 0.037, 39
COc1ccc(C)cc1S(=O)(=O)N1CCN(S(=O)(=O)c2cc(C)ccc2OC)C(C)C1 (centres undefined)
→ i, 0.088, 68
COc1ccc(N2CC(C)Cn3c2nc2c3c(=O)n(CCCc3ccccc3)c(=O)n2C)c(OC)c1 (centres undefined)
→ i, 0.097, 72
CCOCCCNC(=O)c1c(N)n(-c2ccc3c(c2)OCCO3)c2nc3ccccc3nc12
→ i, 0.15, 51
C=CCOCC(O)CN1CCN(c2cccc(C(F)(F)F)c2)CC1 (centres undefined)
→ i, 0.079, 64
CCCN(CCC)CC(O)COc1ccccc1C(C)=O (centres undefined)
→ i, 0.043, 54
O=C(NCc1ccccn1)c1ccc(S(=O)(=O)N2CCCC2)cc1
→ i, 0.11, 65
Cc1ccc(NC(=O)c2n[nH]c3ccccc23)cc1Cl
→ i, 0.15, 57
O=C(Nc1cccc(Cl)c1)c1ccc(N2CCCCS2(=O)=O)cc1
→ i, 0.13, 55
Cc1cc(C)c(C(=O)NCC(c2cccn2C)N2CCOCC2)c(C)c1 (centres undefined)
→ i, 0.099, 63
Cc1nc(-c2cccs2)c(CCC(=O)NCc2ccco2)s1
→ i, 0.088, 53
COc1ccccc1CCNC(=O)C(=O)Nc1cc(N2CCCS2(=O)=O)ccc1OC
→ i, 0.094, 56
CC(=O)c1sc(NC(=O)c2ccc(S(=O)(=O)N(C)Cc3ccco3)cc2)nc1-c1ccccc1
→ i, 0.061, 49
CC(C)c1ccc(NC(=O)CCCn2nc(-c3ccc(Cl)cc3)ccc2=O)cc1
→ i, 0.092, 65

# Some of the entries above in another layout:
SMILES | AMPAR-TARP mod | AMPAR-TARP mod agonism max-min | AMPAR-TARP mod glutamate slope
O=C(NCc1ccccn1)c1ccc(S(=O)(=O)N2CCCC2)cc1 | i | 0.11 | 65
Cc1ccc(NC(=O)c2n[nH]c3ccccc23)cc1Cl | i | 0.15 | 57
O=C(Nc1cccc(Cl)c1)c1ccc(N2CCCCS2(=O)=O)cc1 | i | 0.13 | 55
Cc1cc(C)c(C(=O)NCC(c2cccn2C)N2CCOCC2)c(C)c1 (centres undefined) | i | 0.099 | 63
Cc1nc(-c2cccs2)c(CCC(=O)NCc2ccco2)s1 | i | 0.088 | 53

# Screens as filed in PubChem.
